STK33 inh – inhibitors of human STK33 kinase. Q9BYT3. purified STK33, MBP phosphorylation, ADP-Glo luminescence. inhibition, % at 10 µM. 320,000 tested, 0.073% active. AID 2661;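 active = inhibition at or above 25%, using the most active replicate where run in duplicate; inactive = inhibition below 25%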
Target sequence (Q9BYT3 whole entry, looked up): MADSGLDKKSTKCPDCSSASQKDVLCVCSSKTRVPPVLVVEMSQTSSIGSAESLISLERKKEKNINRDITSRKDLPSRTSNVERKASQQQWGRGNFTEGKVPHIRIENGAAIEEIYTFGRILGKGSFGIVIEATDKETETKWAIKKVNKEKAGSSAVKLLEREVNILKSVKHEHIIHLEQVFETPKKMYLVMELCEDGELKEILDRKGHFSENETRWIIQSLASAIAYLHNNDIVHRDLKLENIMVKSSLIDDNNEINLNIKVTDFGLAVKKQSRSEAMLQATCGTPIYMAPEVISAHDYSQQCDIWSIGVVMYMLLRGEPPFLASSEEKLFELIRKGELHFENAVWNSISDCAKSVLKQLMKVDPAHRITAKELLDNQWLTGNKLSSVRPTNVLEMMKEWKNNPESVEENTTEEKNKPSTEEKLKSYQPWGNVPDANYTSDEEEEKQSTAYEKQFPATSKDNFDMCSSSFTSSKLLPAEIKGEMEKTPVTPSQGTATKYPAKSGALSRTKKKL
OX1R FRET antag – antagonists of human orexin 1 receptor (OX1R). OX1R-expressing cells, FRET antagonist read-out. inhibition, % at 6.6 µM. AID 485270. 330,000 tested, 1.8% active. O43613; in the data active = inhibition mostly above about 38%, no sharp cut-off; inactive = mostly below about 40%;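 note: 0% = agonist challenge alone and 100% = reference antagonist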
Target sequence (O43613 whole entry, looked up): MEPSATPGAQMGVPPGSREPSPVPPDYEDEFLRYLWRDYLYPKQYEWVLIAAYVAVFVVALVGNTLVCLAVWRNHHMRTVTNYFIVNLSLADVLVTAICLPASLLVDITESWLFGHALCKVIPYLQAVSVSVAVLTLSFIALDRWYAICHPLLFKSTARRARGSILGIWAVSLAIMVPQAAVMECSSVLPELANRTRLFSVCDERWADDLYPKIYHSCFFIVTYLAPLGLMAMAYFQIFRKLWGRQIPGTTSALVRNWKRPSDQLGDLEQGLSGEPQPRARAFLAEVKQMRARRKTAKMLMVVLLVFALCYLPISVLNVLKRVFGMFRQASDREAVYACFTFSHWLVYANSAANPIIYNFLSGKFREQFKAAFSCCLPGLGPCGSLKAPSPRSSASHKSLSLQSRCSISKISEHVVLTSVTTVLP
The depositor's hits bear a star; / = no result given.

Values run as follows: STK33 inh | OX1R FRET antag
> COC(=O)C[N+](C)(C)CC#Cc1ccccc1
 : 0.8 | 7
> CCN(CC)S(=O)(=O)c1ccc(-c2nnc(SCC(=O)Nc3nc(C)cs3)o2)cc1
 : -0.9 | 4
> c1ccc(CN2CCN(C(c3ccccc3)c3ccccc3)CC2)cc1
 : -0.8 | 18
> CCN(c1ccc(NS(=O)(=O)c2cc(Cl)ccc2Cl)cc1)C(C)C
 : 0.7 | 10
> Cc1c(Cl)cnc(NC(=O)COC(=O)c2cccc(S(=O)(=O)N3c4ccccc4CC3C)c2)c1Cl (stereo unspecified)
 : -1.6 | 21
> COc1ccc(CCNc2cc(C)nc(N)n2)cc1OC
 : -1.1 | /
> CC1CCCC(C)N1C(=C(Cl)Cl)C(=C1SCCS1)[N+](=O)[O-] (stereo unspecified)
 : -2.2 | 31
> CC1CCCC(C)N1NC(=S)Nc1ccc(OC(F)F)cc1 (stereo unspecified)
 : -0.2 | 11
> O=C(C1CCN(c2nnc(N3CCCC3=O)s2)CC1)N1CCN(c2cccc(C(F)(F)F)c2)CC1
 : -1.1 | 15
> CCOc1ccccc1-n1c(=S)sc2c(=O)n(-c3ccccc3)c(=S)[nH]c21
 : 0.4 | 12
> COCCn1c(SCC(=O)NC2CCCCC2)nc2c(c1=O)SCC2
 : 0.1 | 40
> Cc1ccc(S(=O)(=O)N(CCC(=O)Nc2ccc(OC(F)(F)F)cc2)c2ccccc2)cc1
 : -1.1 | 18
> CN(C)C(=O)CSc1nnc(Cc2ccccc2)n1Cc1ccco1
 : 0.5 | 12
> OC1CCCN(Cc2cn(Cc3ccccc3)nc2-c2cc3ccccc3o2)C1 (stereo unspecified)
 : 0.2 | 18
> Cc1ccccc1NC(=O)c1cccc(S(C)(=O)=O)c1
 : -0.1 | 17
> Cc1ccc(S(=O)(=O)n2nc(-c3ccco3)nc2SCc2ccccc2)cc1
 : -1.2 | 30
> Cc1ccc(C)c(NC(=O)CN(C)C(=O)CC2OC(=O)c3ccccc32)c1 (stereo unspecified)
 : -0.9 | 6
> CCN(CC)C(=O)Cn1cc(C(=O)C(=O)NCCc2ccccc2)c2ccccc21
 : -2.3 | 29
> O=C(c1cc(F)ccc1F)C1CCCN(C(=O)c2ccco2)C1 (stereo unspecified)
 : 0.6 | 9
> Cc1ccc(S(=O)(=O)N2CCN(C(=O)c3ccc(N4CCCC4)c([N+](=O)[O-])c3)CC2)cc1
 : -0.4 | 5
> CC(C)(C)c1nc2ccc([N+](=O)[O-])cc2[nH]1
 : 0.4 | 22
> NNc1nc(Nc2ccccc2)nc(N2CCCCC2)n1
 : -0.1 | 8
> O=c1[nH]c(=O)n(Cc2ccco2)c2c1C(C(F)(F)F)(C(F)(F)F)N=C(CCc1ccccc1)N2
 : 11 | 19
> COc1ccc(OCC(=O)N/N=C(\C)c2ccc(-n3ccnc3)cc2)cc1
 : -0.7 | 11
> Cc1ccc(C)c(-n2c(-c3csc(C)c3)n[nH]c2=S)c1
 : -1.3 | 18
> NNc1nccc(Nc2ccccc2C(=O)O)n1
 : 20 | 0
> COc1ccc(-c2nc3ccc([N+](=O)[O-])cc3o2)cc1
 : -2.3 | 5
> COc1cc2cnc(-c3ccccc3)c(-c3cccc(C(F)(F)F)c3)c2cc1OC
 : -1.8 | 11
> O=C(NCCc1ccc2c(c1)OCCO2)c1ccc([N+](=O)[O-])cc1Cl
 : -1.2 | 33
> COc1cc(OC)c(NC(=O)C2CCN(S(=O)(=O)c3ccc4c(c3)CC(C)N4C(C)=O)CC2)cc1Cl (stereo unspecified)
 : 0.5 | 11
> O=C(OCc1c(F)cccc1Cl)c1cnc(Cl)c(Cl)c1
 : 1.2 | 9
> CC(C)(C)n1nnnc1SCC(=O)Nc1nn(-c2ccccc2)nc1C(N)=O
 : 1.3 | 4
> Cc1cc(NS(=O)(=O)Cc2ccccc2)cc(C)c1OCC(=O)N1CCOCC1
 : -1.3 | 12
> CC1CCCN(Cc2nc3c(c(=O)n(C)c(=O)n3C)n2CC(=O)c2ccccc2)C1 (stereo unspecified)
 : 0.4 | 24
> CN1CCN(c2ccccc2/C=N/NC(=O)c2cccnc2)CC1
 : -1.1 | 9
> O=C(Nc1c(C(=O)N2CCCC2)cnn1-c1ccccc1)c1cccc(F)c1
 : -0.9 | 7
> CCc1ccc2oc(C(=O)Nc3ccc(S(N)(=O)=O)cc3)c(C)c2c1
 : 0.5 | 6
> CC(C)CC1c2[nH]c3ccccc3c2CCN1CCCn1cccn1 (stereo unspecified)
 : -3.6 | 11
> Nc1cc(N)nc(SCC(=O)Nc2ccc(Br)cc2Cl)n1
 : -2.3 | 11
> C[C@H]1NC(=O)[C@@]2(C)[C@@H](c3ccccc3)[C@H]3COc4ccccc4[C@H]3N2C1=O
 : -0.1 | 4
> COc1cccc(-c2cc(C(=O)Nc3cccnc3Cl)no2)c1
 : -1.0 | 12
> O=C(COc1cccc2ccccc12)NNC(=O)[C@@H]1CCCC[C@@H]1C(=O)O
 : -1.7 | 18
> Cc1cccc(-n2cnc(C(=O)O)c2)n1
 : -1.0 | 8
> COc1ccc(-c2cc(=O)oc3c(O)c(O)ccc23)cc1
 : 0.7 | 6
> C=CCNc1oc(-c2ccc(OCC)cc2)nc1C#N
 : -0.5 | 0
> CCN(C(=O)CSc1nnc(-c2ccc(F)cc2)n1C)C1CCS(=O)(=O)C1 (stereo unspecified)
 : 0.2 | 9
> COc1ccccc1N1CCN(C(=O)C2CCN(S(=O)(=O)c3ccc4c(c3)CC(C)N4C(C)=O)CC2)CC1 (stereo unspecified)
 : -1.0 | 9
> CCc1ccc2[nH]c(C)c(CN3CCCCCC3)c(=O)c2c1
 : 0.0 | 1
> CCOC(=O)N1CCC(NC(=O)CCc2cn(C)c3ccccc23)CC1
 : 0.9 | 2
> C=CCOc1ccc(-c2nc3c(c(=O)[nH]c(=O)n3CCC)n2CCCC)cc1
 : -1.2 | 24
> CCN(C(=O)Cn1cc(C(=O)C(=O)N2CCOCC2)c2ccccc21)c1ccccc1
 : -0.8 | 15
> CC1=C(C(=O)OCc2ccccc2)C(c2ccc(N3CCOCC3)cc2)NC(=O)N1 (stereo unspecified)
 : 0.2 | -4
> O=C(CC1SC(=O)N(Cc2cccc3ccccc23)C1=O)Nc1nccs1 (stereo unspecified)
 : -1.5 | 62*
> Fc1ccc(F)c(CNc2ncnc3cc(Cl)ccc23)c1
 : -1.1 | 26
> CN(C)c1ccc(CNn2cnnc2SCc2ccccc2F)cc1
 : -0.5 | -2
> COc1ccc(C2=NOC(C(=O)Nc3c(C)n(C)n(-c4ccccc4)c3=O)C2)cc1OC (stereo unspecified)
 : -1.7 | 9
> O=C(O)c1cc(S(=O)(=O)N2CCCc3ccccc32)ccc1Cl
 : -1.4 | /
> O=c1c2cc(-c3ccccc3)sc2ncn1-n1cccc1
 : 0.4 | 25
> Cn1c2ccccc2c2cc(/C=N/NC(=O)c3cc(O)cc(O)c3)ccc21
 : -0.4 | 74*
> C=CCn1c(SCc2ccc(Cl)cc2)nc2c1c(=O)[nH]c(=O)n2C
 : -1.3 | 15

Continued:
Values run as follows: STK33 inh | OX1R FRET antag
> O=C(Nc1ccc(C(F)(F)F)cc1)c1cc(-c2cccnc2)nc2ccc(Br)cc12
 : -1.3 | 9
> CC(=O)n1cc([C@H]2C=C(C(=O)NCc3ccccc3)O[C@@H](OCc3ccc(CO)cc3)C2)c2ccccc21
 : 1.3 | 26
> O=C(CSc1nnc(CNC(=O)c2c(F)cccc2Cl)o1)NCc1ccc2c(c1)OCO2
 : -1.7 | 24
> Cc1cc(C)c(C(=O)CN2C(=O)NC3(CCCCC3)C2=O)cc1C
 : -1.8 | 20
> Cc1ccc(S(=O)(=O)N(CC(=O)N2CCN(c3ccc(F)cc3)CC2)C2CCCCC2)cc1
 : -0.5 | 29
> CC(O)CNCCNCc1cccs1 (stereo unspecified)
 : -1.1 | 8
> O=C(Cn1cnc2c(NCc3ccccc3)ncnc21)NCC1CCCO1 (stereo unspecified)
 : / | 1
> CCOC(=O)c1c(C)oc2ccc(OC(=O)c3cccs3)cc12
 : 1.9 | 12
> O=C(c1cccnc1)N1CCN(c2ccc(Cl)cc2)CC1
 : -0.9 | 3
> COC(=O)c1ccc(N2CCN(S(=O)(=O)c3ccccc3)CC2)c([N+](=O)[O-])c1
 : -0.5 | 22
> COc1ccc(Cn2c(=S)[nH]c3cc(C(=O)NCCCN4CCOCC4)ccc3c2=O)cc1
 : -0.7 | 16
> COc1ccc(CCC(=O)NCC23CC4CC(CC(C4)C2)C3)cc1
 : -0.5 | 8
> COc1ccc(O)c(C(=O)c2cnc3onc(C(C)C)c3c2)c1
 : -0.4 | 8
> Cc1nc(SCC(N)=O)c([N+](=O)[O-])[nH]1
 : 0.1 | 7
> COC(=O)CCCNc1ncccc1[N+](=O)[O-]
 : -0.1 | 97*
> COc1ccc(-c2nc3c(-c4ccc(F)cc4)cnn3cc2C)cc1F
 : -0.3 | 9
> CC(C)N(C(=O)[C@H]1C[C@H](CC(=O)NCCC2=CCCCC2)C(=O)N2CCc3c([nH]c4ccc(Cl)cc34)[C@]12C)C(C)C
 : / | 7
> CC(=O)OC1c2ccccc2C(=O)N1Cc1ccccc1Cl (stereo unspecified)
 : -0.2 | 5
> Cc1ccc(CNC(=O)Cc2ccc(-c3ccccc3)cc2)cc1
 : -1.4 | -2
> COc1ccc(C(=O)COC(=O)C(CCSC)NC(=O)COc2ccccc2)c(OC)c1 (stereo unspecified)
 : -0.9 | 25
> O=C(CSc1nccc(=O)[nH]1)c1c[nH]c2ccccc12
 : 0.0 | 29
> CCOC(=O)c1ccc(NC(=O)N2CCN(c3ccccc3OC)CC2)cc1
 : -1.5 | 15
> CCOc1ccc(C(=O)N2CCN(CC(=O)N3CCCC3)CC2)cc1OCC
 : -0.6 | 0
> Cc1cccc(NC(=O)CSc2ncnc3nc[nH]c23)c1C
 : -0.8 | -4
> Cn1c(NC(=O)c2ccc3c(c2)OCO3)cc(=O)n(C)c1=O
 : 0.6 | 9
> N#CCN(CC#N)C(=O)C1c2ccccc2Oc2ccccc21
 : -1.9 | 7
> CCCCC1=CC2=CC(=O)C(C)(OC(=O)CC)C(=O)C2=CN1C(CO)CO (stereo unspecified)
 : -0.3 | 30
> CCC(=O)NC(c1ccc(Cl)cc1Cl)c1ccc2cccnc2c1O (stereo unspecified)
 : 0.2 | 8
> COc1ccccc1NC(=O)COC(=O)c1[nH]c(=O)[nH]c(=O)c1N
 : 0.4 | 18
> O=C(NCCCn1ccnc1)/C(=C\c1cccnc1)NC(=O)c1ccco1
 : -0.6 | 15

Five of the compounds above, in markdown:
| Compound | STK33 inh | OX1R FRET antag |
| --- | --- | --- |
| O=C(CSc1nnc(CNC(=O)c2c(F)cccc2Cl)o1)NCc1ccc2c(c1)OCO2 | -1.7 | 24 |
| Cc1cc(C)c(C(=O)CN2C(=O)NC3(CCCCC3)C2=O)cc1C | -1.8 | 20 |
| Cc1ccc(S(=O)(=O)N(CC(=O)N2CCN(c3ccc(F)cc3)CC2)C2CCCCC2)cc1 | -0.5 | 29 |
| CC(O)CNCCNCc1cccs1 (stereo unspecified) | -1.1 | 8 |
| O=C(Cn1cnc2c(NCc3ccccc3)ncnc21)NCC1CCCO1 (stereo unspecified) | / | 1 |

Next part:
Values run as follows: STK33 inh | OX1R FRET antag
> COC(=O)c1cn(NC(=O)c2ccc(OC)c([N+](=O)[O-])c2)c(=O)c2ccccc12
 : 0.1 | -1
> CCOC(=O)c1c(C)[nH]c(C(=O)CN(C)CC(=O)Nc2ccccc2Cl)c1C
 : -0.8 | 7
> CCOC(=O)CNc1nc(C#N)nc(N2CCOCC2)n1
 : -1.9 | 10
> O=C(COc1ccc(Br)cc1)Nc1cc(S(=O)(=O)N2CCCCC2)ccc1N1CCCCC1
 : / | 3
> Cc1ccc(N2C(=O)c3ccccc3C2Nc2ccc(S(=O)(=O)N3CCOCC3)cc2)nc1 (stereo unspecified)
 : -0.1 | 4
> CCN(CC)C(=O)C(=O)c1cccn1-c1c(Cl)cccc1C#N
 : 0.3 | 6
> CCOC(=O)c1c2c(n(C)c1COC)C(=O)C(=O)c1ccc(Br)cc1-2
 : -1.2 | 29
> O=C(CCN1C(=O)C2C3CCC(C3)C2C1=O)OCC(=O)c1ccccc1 (stereo unspecified)
 : -0.7 | /
> COC(=O)C1=C(C(=O)OC)[C@@H]2N(Cc3ccccc3)c3ccccc3[C@@]23C[C@@H](C(=O)OC)N(C(=O)c2cc(C)oc2C)C3=N1
 : 0.7 | 29
> CCOC(=O)N1CCN(c2c(N3CCN(c4ccccn4)CC3)c(=O)c2=O)CC1
 : -1.0 | 12
> O=C(OCn1nnc2ccccc2c1=O)c1cn(-c2ccccc2)nc1-c1cccnc1
 : 1.4 | 19
> CC1(C)Cc2c(sc3nnn(CC(=O)Nc4ccccc4)c(=O)c23)CO1
 : -0.9 | 9
> S=c1nc[nH]c2c1cnn2Cc1ccccc1
 : -0.9 | /
> COC(=O)[C@@]1(C)[C@H]2C(=O)N(Cc3ccccc3)C(=O)[C@H]2[C@H]2CN=C(SCC(=O)c3ccccc3)N21
 : / | -2
> COC(=O)CN1C(=S)N(c2ccccc2)C(=O)C1CC(=O)Nc1ccc(Cl)cc1 (stereo unspecified)
 : 0.4 | 8
> CC1Sc2ccc(S(=O)(=O)NCCc3ccc(Cl)cc3)cc2NC1=O (stereo unspecified)
 : -0.7 | 20
> Cc1ccccc1S(=O)(=O)Cc1ccc(C(=O)N2CC(C)CC(C)C2)o1 (stereo unspecified)
 : 1.2 | 13
> Cc1c(C(=O)N2CCCCC2)c(S(=O)(=O)N(C)Cc2ccco2)c(C)n1C
 : 1.1 | 3
> COC(C)(C)[C@]12CC(O)(C(C)C)ON1[C@H]1CCCCC1N2O (stereo partly specified)
 : -3.0 | 19
> CN(C)S(=O)(=O)c1ccc2oc(SCC(=O)Nc3ccccc3F)nc2c1
 : -1.4 | 15
> Cc1cccc(OCC(=O)O/N=C(\N)c2ccncc2)c1
 : 2.7 | 17

In the list so far, these have a tert-butyl group:
Values run as follows: STK33 inh | OX1R FRET antag
> CC(C)(C)c1nc2ccc([N+](=O)[O-])cc2[nH]1
 : 0.4 | 22
> CC(C)(C)n1nnnc1SCC(=O)Nc1nn(-c2ccccc2)nc1C(N)=O
 : 1.3 | 4
